Screens as filed in PubChem.
MmCpn inh = M. maripaludis TRiC chaperonin inhibition. Potency, µM (highest dose often 76.9 µM), inactives show at the highest dose activity, negative = inhibition, most hits filed as inhibitors. 0.031% of 330,000 active. purified Mm-Cpn ATPase, ADP Transcreener TR-FRET; also: potency is read from the fitted curve at half-maximal effect; % is scaled to controls: 0 for no effect and ±100 for the full control effect; nearly all actives have a fitted effect of over 80% in size
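Quantitative HTS used 25 nM Mm-CPN and 10 uM ATP in magnesium/KCl Tris buffer, pH 7.4, with 1 mM DTT. Hydrolysis ran 30 min at 37°C; ADP was read by HTRF.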
HepG2 tox = HepG2 cytotoxicity, counter-screen for TGF-b inhibitors. HepG2 CAGA-GFP viability, ATP luminescence, 18 h. Potency, µM (highest dose often 46.1 µM), for the others: top-dose activity change, negative = cytotoxicity, hits mostly cytotoxic. 0.76% of 410,000 active. AID 588856; also: potency is read from the fitted curve at half-maximal effect; some results filed as inactive show a strong effect at the top dose
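HepG2 CAGA-GFP cells (1000/well, DMEM with 1% FBS) received compound, then TGF-beta at 500 pg/mL final, and were incubated 18 hours at 37 degrees C. Viability was read by CellTiter-Glo luminescence. Media-only wells were set as complete cell-killing and DMSO as no toxicity.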
A549 tox = counter-screen for Nrf2 inhibitors: cytotoxicity in A549 cells | 0.16% of 390,000 active | Potency, µM (doses to about 46 µM), without a hit: top-dose activity change, negative = cytotoxicity, most hits filed as inhibitors | A549 ARE-Fluc cells, CellTiter-Fluor viability, 18-24 h | AID 504648; also: potency is read from the fitted curve at half-maximal effect; % is scaled to controls: 0 for no effect and ±100 for the full control effect
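A549 ARE-Fluc cells in 5% FBS OPTI-MEM, 5000 cells/well, rested 2 h then exposed to compounds in concentration-response for 18-24 h at 37 °C. Viability by CellTiter-Fluor fluorescence (Ex 405/Em 525) after 30 min; luciferase luminescence (BugLite, 15 min, RT) read afterwards.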
Nrf2 activator = activates Nrf2 signaling. AREc32 ARE-luciferase reporter (MCF7-derived line), luminescence, 24 h. Potency, µM (top dose mostly 46.1 µM), inactives show top-dose activation, most hits filed as activators. 0.31% of 410,000 active. AID 624171; also: potency is read from the fitted curve at half-maximal effect; % of control where 0% means no effect; nearly all actives have a fitted effect of over 65% in size
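Each well held 1000 AREc32 cells, which were incubated with compound for 24 hr at 37 deg C after overnight attachment, and ARE reporter activity was quantified by firefly luciferase luminescence.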
TGFb SMAD3 inh = blocks TGF-b signaling. AID 588855. Potency, µM (titrated, usually from 46.1 µM), without a hit: at the top dose activity, negative = inhibition, actives largely listed as inhibitors. HepG2 CAGA-GFP TGF-b/SMAD3 reporter, GFP fluorescence, 18 h; TGF-beta stimulated, 500 pg/mL final. 1.2% of 410,000 active; also: potency is read from the fitted curve at half-maximal effect; % is scaled to controls: 0 for no effect and ±100 for the full control effect; nearly all actives have a fitted effect of over 65% in size
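Inhibition was scored as loss of TGF-beta-induced (500 pg/mL final, 18 hours, 37 degrees C) GFP in HEPG2 cells carrying a CAGA-GFP reporter, in DMEM with 1% FBS. Well GFP was summed per cell; Activity was normalised to unstimulated and stimulated DMSO wells, then concentration-response fitting.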
Nrf2 inh = Nrf2 pathway inhibition | A549 ARE-Fluc reporter, luciferase luminescence, 18-24 h | Potency, µM (highest dose often 46 µM), for the others: at the highest dose activity change, negative = inhibition, usual class: inhibitors | AID 504444 | 2.1% of 360,000 active; also: potency is read from the fitted curve at half-maximal effect; % is scaled to controls: 0 for no effect and ±100 for the full control effect; nearly all actives have a fitted effect of over 60% in size
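A549 ARE_Fluc cells, 5000/well, 5% FBS OPTI-MEM; compounds in dose-response, 18-24 h at 37 °C/5% CO2; CellTiter-Fluor viability read (Ex 405/Em 525), then BugLite luciferase luminescence = Nrf2 activity.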
Akt phos inh = blocks phosphorylation of Akt | 0.32% of 360,000 active | AID 651550 | activity change, % for hits at 50 µM | Neuro2A IGF-stimulated pAkt S473 HTRF, 20 min; active compounds read low; in the data active = activity change below about -80%; inconclusive = mostly about -51% to -80%; also: % is scaled to controls: 0 for no effect and ±100 for the full control effect
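Neuro2A cells (4,500/well, DMEM with 0.5% FBS) were treated with compound at a single 50 µM final concentration, stimulated with 6 nM IGF for 20 min at 37 °C, and lysed. Phospho-Akt Ser473 was read by HTRF as 665/615 ratio ×10^4.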
CCT modulator = changes cytosolic chaperonin activity; purified chaperonin ATPase assay, HTRF ADP detection, 30 min; activity change, % (test concentration not listed), hits read low; 0.3% of 360,000 active; in the data active = activity change below about -30%; also: % is scaled to controls: 0 for no effect and ±100 for the full control effect
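TRiC (40 or 20 nM final, by batch activity) in 30 mM Tris pH 7.4, 100 mM KCl, 5 mM MgCl2, 1 mM DTT was treated with compound at 76 uM single dose, then 10 uM ATP, 30 min at 37 °C. ADP was read by HTRF Transcreener.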
Abeta yeast res = A-beta toxicity reversal in yeast | yeast expressing A-beta42, growth rescue, OD600, 48 h; response scale: 0% DMSO, 100% iron-clioquinol control | Potency, µM (doses to about 46.1 µM), inactives show top-dose growth rescue, most hits filed as activators | 0.063% of 410,000 active; also: potency is read from the fitted curve at half-maximal effect; nearly all actives have a fitted effect of over 55% in size
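Growth rescue measured by 600 nm absorbance after 48 h yeast culture at 30 C with compound. Values normalized between DMSO and an equimolar ferric chloride plus clioquinol control.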
* = called active by the depositor; i = inactive; ? = inconclusive; · = not tested or not shown; & = joins results of further samples; [ ] = dose if it differs, or a comment. Unless noted, calls follow the shape of the dose curve; as a rule, active = well fitted curve in the direction sought with a large enough effect; inconclusive = small, poorly fitted or top-dose-only effect, or another doubt; inactive = no such curve, though single readings can be large; an effect the other way counts as inactive or inconclusive.

Values run as follows: TGFb SMAD3 inh | HepG2 tox | Nrf2 activator | MmCpn inh | Nrf2 inh | Abeta yeast res | CCT modulator | Akt phos inh | A549 tox
CCCCN(CCCC)C(=S)N/N=C/c1c(C)[nH]n(-c2ccccc2)c1=O
  ? | -21% | -0.7% | 2% | ? | -15% | -89* | i | ?
COc1ccc(/C=N/n2cnn(Cc3ccccc3Cl)c2=S)cc1
  1% | -12% | 0.3% | -3% | -3% | -11% | 2.9 | i | 1%
COc1ccccc1CNC(=O)c1c2c(nc3ccccc13)C(=O)N(C1CCCCC1)C2
  36% | 1% | 2.7% | · | ? | -15% | · | · | -1%
CC(C)NC(=O)NC(=O)COC(=O)C1(C)CC1(Cl)Cl (stereo unspecified)
  14% | -1% | -0.1% | 0% | -1% | 16% | 0.6 | i | -4%
CCOC(=O)COc1ccc(F)cc1C(=O)c1ccn2nc(-c3ccc(Cl)cc3)cc2n1
  -17% | 0% | 0.1% | · | 4% | -9% | · | · | -1%
Cn1c(SCC(=O)c2ccccc2)nnc1-c1ccccn1
  -5% | 7% | 0.4% | -3% | ? | -10% | 1.5 | i | -1%
CC(C)(C)NC(=O)CSc1nc(-c2ccccc2)c(-c2ccccc2)[nH]1
  ? | -32% | -0.6% | -5% | -12% | -3% | -1.9 | i | -3%[1.84 µM]
CCc1c(C)nc2ncnn2c1N1CCC(C(=O)NCc2cccs2)CC1
  -11% | -5% | 0.6% | 0% | 18µM* | 1% | 0.2 | i | -1%
COc1cccc(OCc2nnc(SCC(=O)NCc3ccco3)n2CCc2ccccc2)c1
  2% | -41% | 0.2% | 1% | 3% | 5% | 0.4 | i | -10%
Cc1ccc(C(=O)CSc2nnc(C)s2)cc1
  3% | -6% | 4.4% | 0% | 13% | -1% | -2.0 | i | 2%
O=C(NCc1ccccc1)Nc1cccn(Cc2ccc(F)cc2)c1=O
  2% | -21% | 2.9% | -3% | ? | -6% | -1.3 | i | -11%
COc1ccc(C(CC(=O)NCc2ccccc2)Sc2n[nH]c(-c3ccccc3)n2)cc1 (stereo unspecified)
  -4% | -2% | -1.3% | -4% | -19% | 0% | 1.6 | i | -15%
CCOC(=O)C1=NN(c2ccc(F)cc2)C2=NC(C)=C(C(=O)OC)C(c3cccs3)N12 (stereo unspecified)
  2% | -15% | 0.1% | · | 1% | 12% | -0.1 | i | 3%
COc1ccc(Cl)cc1S(=O)(=O)N1CCCC(C(=O)NCCc2ccccc2)C1 (stereo unspecified)
  15% | -4% | 2.3% | 1% | 5% | 6% | 1.0 | i | 0%
COc1ccc(CCNC(=O)C2CCCN(S(C)(=O)=O)C2)cc1OC (stereo unspecified)
  -21% | -10% | -0.8% | -2% | -23% | -24% | -1.6 | i | 3%
COC(=O)CSC1=C(C#N)C(c2ccccc2OC)C(C(=O)OC)C(=O)N1 (stereo unspecified)
  9% | -4% | 5.2% | -1% | -3% | 10% | -3.0 | i | -9%
Cc1c(C(=O)N2CCCCC2)sc(NC(=O)C(C)C)c1C#N
  21% | 2% | 0.3% | 0% | -2% | -9% | 1.7 | i | -9%
CNC(=O)C1C2C=CC3(O2)C1C(=O)N(C1CC1)C3C(=O)NCc1ccc(OC)cc1 (stereo unspecified)
  -9% | 1% | -0.1% | 0% | -12% | 7% | -1.0 | i | 1%
CCC/C=C/c1ccc(CN2C(C(C)C)C(=O)N(Cc3cn(CCC4OCCCO4)nn3)CCS2(=O)=O)cc1 (stereo unspecified)
  ? | -74% | 2.3% | · | · | -1% | -1.8 | i | ·
COc1ccc(C=NCC2COc3ccccc3O2)cc1OC (stereo unspecified)
  -12% | -1% | 0.3% | 2%[15.4 µM] | -20% | 12% | 0.8 | i | 0%

2 compounds drawn at random from those above, as already listed:
Values run as follows: TGFb SMAD3 inh | HepG2 tox | Nrf2 activator | MmCpn inh | Nrf2 inh | Abeta yeast res | CCT modulator | Akt phos inh | A549 tox
COc1ccc(C=NCC2COc3ccccc3O2)cc1OC (stereo unspecified)
  -12% | -1% | 0.3% | 2%[15.4 µM] | -20% | 12% | 0.8 | i | 0%
Cc1c(C(=O)N2CCCCC2)sc(NC(=O)C(C)C)c1C#N
  21% | 2% | 0.3% | 0% | -2% | -9% | 1.7 | i | -9%

The listing continues:
Values run as follows: TGFb SMAD3 inh | HepG2 tox | Nrf2 activator | MmCpn inh | Nrf2 inh | Abeta yeast res | CCT modulator | Akt phos inh | A549 tox
CCc1ccc(NC(=O)C2CCN(S(=O)(=O)c3c(C)noc3/C=C/N(C)C)CC2)cc1
  -6% | -4% | -0.4% | 4% | -21% | -2% | 1.3 | i | -9%
COc1ccc(S(=O)(=O)N2CCC(C(=O)N3CCCCC3)CC2)cc1
  -1% | -4% | 0.0% | 0% | ? | -24% | -1.2 | i | -3%
Cc1ccc(NC(=O)c2nc[nH]c2C(=O)N2CCC(C)CC2)cc1
  -17% | 3% | 16% | 1% | 21% | 5% | -1.7 | i | 3%
CCC(C(=O)N1CCN(S(=O)(=O)c2sc(C(=O)O)c(C)c2C(=O)O)CC1)c1ccccc1 (stereo unspecified)
  22% | -1% | -0.7% | -2% | 15% | -2% | -0.2 | i | 1%
CCOc1c(OC)cc(C2C(C#N)=C(N)Oc3n[nH]c(-c4ccncc4)c32)cc1OC (stereo unspecified)
  3% | -6% | 2.5% | 2% | 7% | 10% | -0.6 | i | -8%
O=C(COC(=O)/C=C/c1ccccc1)Nc1ccccc1Br
  9% | -2% | ? | 1% | 2% | -13% | -0.4 | i | 4%
COC(=O)c1ccc(Sc2ccc(Cl)cc2)c(N)c1
  -9% | -1% | 0.1% | -3% | · | -2% | -0.9 | i | 1%
CCn1c(C(=O)N2CCC(C(=O)N3CCN(c4ccc(OC)cc4)CC3)CC2)cc2sccc21
  -25% | -15% | 0.8% | · | ? | 10% | · | · | -7%
CC(=O)N1CCN(CC(=O)Nc2sccc2C#N)CC1
  ? | -1% | -0.6% | 1% | 9% | -14% | -1.0 | i | 1%
CCOc1ccc(NC(=O)CSc2nc3[nH]ncc3c(=O)n2-c2ccccc2OC)cc1
  4% | -6% | 2.7% | 0% | ? | 0% | -1.6 | i | -16%
CC1CN(C(=O)C2CCCC2)C(C)CN1C(=O)C1CCCC1 (stereo unspecified)
  0% | -19% | 0.4% | 0% | -15% | 18% | -2.9 | i | 9%
CCC12CN3CC(CC)(CN(C1)C31C(=O)N(C)c3ccc(C)cc31)C2=O (stereo unspecified)
  13% | 2% | -0.7% | -5%[15.4 µM] | 2% | 6% | -1.6 | i | 1%
COc1ccc(C(=O)c2ccc(OC)c(OC)c2)cc1OC
  ? | 4% | 0.3% | -2% | -1% | 11% | -1.2 | i | -1%
COc1cc(/C=C2\SC(=S)N(N3CCOCC3)C2=O)cc(OC)c1OC
  7% | -10% | -0.3% | 3% | -6% | -10% | -1.9 | i | -2%
O=C(NNC(=S)Nc1ccccc1Cl)C1CC1
  33% | 11% | -0.7% | -1% | 11% | 5% | -1.3 | i | 5%
COC(=O)C1=C(C(=O)OC)[C@@H]2Nc3ccccc3[C@@]23C[C@@H](C(=O)OC)N(C(=O)c2ccc(Br)cc2)C3=N1
  2% | -4% | -0.5% | 2% | ? | 12% | -0.1 | i | -14%
O=C(CC(=O)c1ccccc1O)c1ccc(F)cc1
  -35% | -28% | 17% | -1% | ? | -46%[inhibitor] | -0.2 | i | 14%
COc1ccc(S(=O)(=O)N(C)c2ccc(C(=O)Nc3cccnc3)cc2)cc1OC
  -1% | -17% | 2.2% | -6% | -6% | 3% | -1.6 | i | 0%
CC(=O)N1c2ccc(S(=O)(=O)CCC(=O)O)cc2CC1C (stereo unspecified)
  1% | -3% | -0.3% | 0% | · | 17% | -1.0 | i | 1%
O=C(Nc1ccc(C(F)(F)F)cc1)C1CCN(c2cnccn2)CC1
  ? | -19%&-40% | -0.5%&1.7% | -4% | ? | 6%&-4% | -0.7 | i | 0%&-9%
Cc1ccc(/C=N/n2cnc3sc(C)c(C)c3c2=O)o1
  3% | -3% | 3.3% | 1% | 2% | 5% | 1.3 | i | -1%
CC(C)=NN1C(c2nonc2N)=NOC1(C)C
  14% | 9% | 1.8% | 1% | 1% | -3% | -8.9 | i | -2%
CC(=O)/C(=N/Nc1ccccc1[N+](=O)[O-])N1CCCc2ccccc21
  0% | 59% | 3.4% | 1% | -17% | -13% | 1.0 | i | -18%
CCOc1ccc(N2CC(C(=O)Nc3cccc(C)c3C)CC2=O)cc1 (stereo unspecified)
  -30% | -22% | -0.4% | 0% | 8% | -3% | -1.3 | i | -4%
CC(C)=CC(=O)N1CCCC(N2CCN(c3ccccc3C)CC2)C1 (stereo unspecified)
  1% | -6% | -0.1% | 3% | -9% | 1% | -1.3 | i | 0%
Cc1cc(OC(=O)c2cccc(Cl)c2)c([N+](=O)[O-])c(=O)[nH]1
  19% | -14% | -1.0% | 2% | 12% | 0% | -0.1 | i | 8%
Cc1cc(C)c(S(=O)(=O)N2CCC(C(=O)NCc3ccco3)CC2)c(C)c1
  27% | 8% | 0.1% | · | -16% | -7% | 0.3 | · | 1%
O=C(CN1CCSc2ccccc21)N1CCN(c2ccccc2)CC1
  -2% | -13% | -0.5% | · | · | 6% | · | · | 0%
CC12CCC(=O)C=C1CCC1C2C(O)CC2(C)C1CCC21OCC1=O (stereo unspecified)
  -3% | 6% | -0.1% | · | ? | 24% | -1.8 | i | -8%
Cn1c(=O)c(C(=O)NNC(=O)c2cccc(Cl)c2)c(O)c2ccccc21
  ? | -31% | 17% | 1% | ? | -83%[inhibitor] | -1.1 | i | ?
